# Efflux pump mplx = antifungal efflux pump inhibition, Nile Red retention; S. cerevisiae Candida pump triplex; inhibition, % at 10 µM; AID 485275; 0.44% of 330,000 active;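 active = plate passing quality check with inhibition over a set limit, or well fluorescence over plate mean plus 4 SD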;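 also: Nile Red retained in pooled yeast measured as flow cytometry median fluorescence; 0% = buffer negative control and 100% = Enniatin B positive control; higher means more Nile Red kept so more efflux inhibition; some compounds called inactive have numbers as strong as hits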
# Fam108B counter = counter-screen for RBBP9 inhibitors: inhibitors of mouse Fam108B. recombinant Fam108B, FP-Rh probe fluorescence polarization. inhibition, % at 9.51 µM. 0.33% of 300,000 active. AID 1947;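 active = inhibition above the screen mean inhibition plus 3 SD, computed separately per campaign, cut at about 18% in these data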;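 also: inhibitors lower polarization as less probe binds the enzyme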
# CR mimetic SO = caloric restriction mimetics inhibiting age-related superoxide in yeast. AID 2690. 0.18% of 330,000 active. superoxide response (% of plate mean), % at 10 µM. S. cerevisiae aged cells, superoxide DHE fluorescence; active compounds read low;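 active = superoxide response under a set limit, about three screen SD below normal, cut at about 65% in these data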;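 also: yeast aged for seven days with compound at 30 °C before DHE staining; 100% = average MFI of all compound-treated wells on the plate with controls excluded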
# ZTA DNA inh = counter-screen for EBNA-1 inhibitors: inhibitors of Epstein-Barr virus ZTA; P03206; ZTA-DNA binding, fluorescence polarization; inhibition, % at 11 µM; 0.15% of 320,000 active; AID 2234; in the data active = inhibition above about 33%
# Target sequence (P03206 whole entry, looked up): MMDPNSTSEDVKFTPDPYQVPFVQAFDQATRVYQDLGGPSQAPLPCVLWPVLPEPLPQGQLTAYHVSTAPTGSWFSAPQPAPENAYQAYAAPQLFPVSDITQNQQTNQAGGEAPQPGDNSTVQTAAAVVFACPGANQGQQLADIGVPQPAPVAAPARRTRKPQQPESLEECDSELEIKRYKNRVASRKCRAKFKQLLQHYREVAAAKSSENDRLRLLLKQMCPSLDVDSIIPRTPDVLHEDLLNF
# MEX-5 binding = C. elegans MEX-5 TCR-2 RNA binding activity; activity score (negative = inhibition of binding), % at 10 µM; MEX-5/FITC-TCR2 RNA binding, fluorescence polarization; active compounds read low; 0.38% of 300,000 active; Q9XUB2;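 active = inhibition past about -25% in most replicates, and total fluorescence under double the plate's negative control median, limit read from the data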;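 also: 0% = DMSO and -100% = 5 µM competing unlabeled TCR2 RNA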
# Bcl-xL primary = Bcl-xL (human) inhibition. 0.7% of 320,000 active. Q07817. GST-Bcl-xL / FITC-Bim BH3 peptide fluorescence polarization. inhibition, % at 10.9 µM;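 active = inhibition above the mean of all tested compounds plus 3 SD, cutoff set per campaign, cut at about 30% in these data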;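 also: 0% = DMSO wells and 100% = unlabeled Bim-BH3 peptide competitor; inhibitors lower millipolarization by displacing the labeled peptide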
# Target sequence (Q07817 whole entry, looked up): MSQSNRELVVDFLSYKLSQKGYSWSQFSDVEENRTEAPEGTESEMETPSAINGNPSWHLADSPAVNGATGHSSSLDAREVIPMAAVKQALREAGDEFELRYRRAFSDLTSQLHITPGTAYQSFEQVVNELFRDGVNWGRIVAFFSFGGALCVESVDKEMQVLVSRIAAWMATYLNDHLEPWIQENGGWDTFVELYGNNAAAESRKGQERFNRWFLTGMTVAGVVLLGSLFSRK
# EBNA-1 inh = blocks EBNA-1 binding to DNA. EBNA-1 DNA binding, fluorescence polarization. inhibition, % at 14.8 µM. 0.34% of 300,000 active. AID 1950; in the data active = inhibition above about 28%
# MCL1 BIM primary = disrupts human MCL1 binding to BIM-BH3 peptide; AID 2057; Q07820; 0.68% of 320,000 active; GST-MCL1 / FITC-Bim-BH3 fluorescence polarization; inhibition, % at 10.9 µM;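 active = inhibition above the mean inhibition of all tested compounds plus 3 SD, set per campaign, cut at about 40% in these data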;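 also: 0% = DMSO wells and 100% = unlabeled Bim-BH3 peptide control; higher means more loss of mP so more displacement of Bim peptide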
# Target sequence (Q07820 whole entry, looked up): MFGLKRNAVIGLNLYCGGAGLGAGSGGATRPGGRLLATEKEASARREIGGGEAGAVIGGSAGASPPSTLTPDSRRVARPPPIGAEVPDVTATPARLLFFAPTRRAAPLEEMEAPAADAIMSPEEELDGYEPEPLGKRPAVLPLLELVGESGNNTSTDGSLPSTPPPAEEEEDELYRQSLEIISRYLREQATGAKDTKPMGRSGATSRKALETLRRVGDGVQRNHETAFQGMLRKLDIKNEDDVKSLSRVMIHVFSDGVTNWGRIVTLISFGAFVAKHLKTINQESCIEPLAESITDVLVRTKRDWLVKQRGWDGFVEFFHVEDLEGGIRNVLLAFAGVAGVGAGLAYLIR
# GLD-1 RNA inh = GLD-1-TGE RNA interaction inhibition (C. elegans); Q17339; purified GLD-1 + fluorescein TGE RNA, fluorescence polarization; inhibition, % at 5.96 µM; 0.44% of 320,000 active; AID 2280;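 active = percent inhibition above a per-plate cutoff, the plate mean of test compounds plus 3 SD, cut at about 30% in these data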;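 also: 0% = DMSO wells with GLD-1 and probe and 100% = wells lacking GLD-1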
# Numbers without * were called inactive; . = not tested or not shown. Random draw from the library; overall some 2.3% were active at least once.
SMILES,Efflux pump mplx,Fam108B counter,CR mimetic SO,ZTA DNA inh,MEX-5 binding,Bcl-xL primary,EBNA-1 inh,MCL1 BIM primary,GLD-1 RNA inh
c1cncc(-c2nnc3n2C2(CCCCC2)Cc2ccccc2-3)c1,0.1,2,112,2,-0.6,5,-14,5,-6
Clc1ccc2[nH]c3c(c2c1)CCc1cn[nH]c1-3,-0.1,22*,94,-4,-0.5,-17,6,-33,8
CC(=O)c1c(C)[nH]c(C(=O)NCC2CCCCC2)c1C,0.2,-3,108,-3,1.2,0,-7,7,1
CC1=CC=CC2=NC(=O)CC(C)(C(=O)N(CC(=O)NC3CCCC3)c3ccc(F)cc3)N12 (stereo not given),0.1,0,91,14,0.6,1,-10,-3,-1
Cn1cc(C(=O)Nc2ccc(Cl)cc2)c(C(F)(F)F)n1,-0.1,-2,99,-2,0.1,8,4,4,0
C=CCN(c1ccccc1)S(=O)(=O)c1ccc2c(c1)NC(=O)C(C)S2 (stereo not given),0.3,2,120,-12,2.4,2,-8,-4,3
COc1ccc(S(N)(=O)=O)cc1C(=O)OCCCOC(=O)c1cc(S(N)(=O)=O)ccc1OC,-0.1,3,91,5,-1.2,-7,-11,-4,-7
CCOC(=O)C1=C(C)N=c2s/c(=C\c3ccncc3)c(=O)n2C1c1ccc2c(c1)OCO2 (stereo not given),0.2,-4,110,-4,3.4,7,4,9,-2
CCOc1ccccc1C(=O)NC(C(=O)Nc1cccnc1)C(C)C (stereo not given),0.0,-1,93,-2,1.6,5,5,6,5
Cc1nnc(NC(=O)CSc2nc3[nH]ncc3c(=O)[nH]2)s1,0.1,1,114,-8,1.0,5,-1,9,4
N=C(N)c1ccc(OCCCCCOc2ccc(C(=N)N)cc2)cc1,0.2,-5,118,6,-1.4,8,6,-2,4
O=C(N/N=C/c1cccc(O)c1)c1cc(-c2ccc3c(c2)OCO3)n[nH]1,0.3,-27,89,10,-0.7,-1,-10,-4,1
CCOC(=O)CNC(=S)SC,-0.1,1,82,-9,-0.7,0,5,3,5
O=C(O)CCn1c(O)c(C=C2N=c3ccccc3=N2)sc1=S,-0.1,-3,133,-1,0.6,11,-11,12,-3
O=C(c1ccc(COc2c(F)c(F)cc(F)c2F)o1)N1CCN(c2ccccc2)CC1,0.2,-5,137,0,-1.7,7,-5,5,-4
OCCc1c[nH]c2ccccc12,0.0,-2,97,0,0.9,3,-4,3,3
Oc1ccc(C[C@@H]2CNCCN2CCc2cccc(F)c2)cc1,-0.1,0,95,-2,-0.1,1,6,5,-4
CCCCn1c(N)c(N(CCC(C)C)C(=O)COC(=O)c2sccc2C)c(=O)[nH]c1=O,-0.1,.,104,-2,.,-8,.,-16,3
CCOC(=O)c1c(-c2ccc(OC)cc2)oc2ccc(O)cc12,0.1,7,77,-6,0.3,3,6,7,1
COc1cc(C2SCC(=O)N2Cc2ccccc2)ccc1O (stereo not given),0.1,1,91,3,1.2,1,11,-3,-14
CS(=O)(=O)Nc1ccccc1C(=O)N1CCOCC1,-0.1,1,101,6,0.2,-9,6,-9,-2
CCCc1nc2ccccc2c(C(=O)O)c1CC,0.0,-2,97,-12,1.0,6,-11,-4,7
NC(=O)c1ccccc1NS(=O)(=O)Cc1ccccc1,0.0,2,91,9,-0.1,-2,9,7,-8
CCc1c(C)nc2[nH]nc(-c3ccccc3)n2c1=O,0.2,5,107,1,0.8,3,-2,6,-7
O=C(COC(=O)C12CC3CC(CC(O)(C3)C1)C2)NC(=O)NCc1ccco1,-0.1,-2,87,0,0.7,5,2,5,6

# Structures shown so far with sulfur:
SMILES,Efflux pump mplx,Fam108B counter,CR mimetic SO,ZTA DNA inh,MEX-5 binding,Bcl-xL primary,EBNA-1 inh,MCL1 BIM primary,GLD-1 RNA inh
C=CCN(c1ccccc1)S(=O)(=O)c1ccc2c(c1)NC(=O)C(C)S2 (stereo not given),0.3,2,120,-12,2.4,2,-8,-4,3
COc1ccc(S(N)(=O)=O)cc1C(=O)OCCCOC(=O)c1cc(S(N)(=O)=O)ccc1OC,-0.1,3,91,5,-1.2,-7,-11,-4,-7
CCOC(=O)C1=C(C)N=c2s/c(=C\c3ccncc3)c(=O)n2C1c1ccc2c(c1)OCO2 (stereo not given),0.2,-4,110,-4,3.4,7,4,9,-2
Cc1nnc(NC(=O)CSc2nc3[nH]ncc3c(=O)[nH]2)s1,0.1,1,114,-8,1.0,5,-1,9,4
CCOC(=O)CNC(=S)SC,-0.1,1,82,-9,-0.7,0,5,3,5
O=C(O)CCn1c(O)c(C=C2N=c3ccccc3=N2)sc1=S,-0.1,-3,133,-1,0.6,11,-11,12,-3
CCCCn1c(N)c(N(CCC(C)C)C(=O)COC(=O)c2sccc2C)c(=O)[nH]c1=O,-0.1,.,104,-2,.,-8,.,-16,3
COc1cc(C2SCC(=O)N2Cc2ccccc2)ccc1O (stereo not given),0.1,1,91,3,1.2,1,11,-3,-14
CS(=O)(=O)Nc1ccccc1C(=O)N1CCOCC1,-0.1,1,101,6,0.2,-9,6,-9,-2
NC(=O)c1ccccc1NS(=O)(=O)Cc1ccccc1,0.0,2,91,9,-0.1,-2,9,7,-8

# (more compounds)
SMILES,Efflux pump mplx,Fam108B counter,CR mimetic SO,ZTA DNA inh,MEX-5 binding,Bcl-xL primary,EBNA-1 inh,MCL1 BIM primary,GLD-1 RNA inh
Cc1c(S(=O)(=O)NCCc2ccccc2)c(=O)n(C)c(=O)n1C,0.1,-3,100,10,.,3,-1,1,4
O=C(c1ccc(-n2cnnn2)cc1)N(C1CCCCC1)C1CCCCC1,-0.1,-2,113,14,-1.3,-2,4,-2,-2
Cn1cccc1CC(=O)NNC(=S)Nc1ccc(F)cc1,-0.3,-2,102,-17,1.2,3,-8,18,-13
COc1ccc(Nc2ncc(C(=O)N3CCC(C(N)=O)CC3)c3ccccc23)cc1,-0.1,-2,99,-10,3.4,10,3,8,8
CCOC(=O)c1sc(=NC(=O)c2ccc(S(=O)(=O)N(C)c3ccccc3)cc2)n(C)c1C,0.0,2,102,17,1.6,2,6,1,15
COc1ccc(C(=O)O/N=C(\C)c2nccs2)cc1,0.1,4,105,-4,3.4,2,0,6,-4
CC(C)C[C@@H](CN=[N+]=[N-])N1CCN(Cc2ccccc2)CCC1=O,-0.1,12,101,-3,-1.4,6,-1,7,-8
CCOC(=O)c1cc(-c2ccccc2)sc1NC(=O)C(C)N1C(=O)c2ccccc2C1=O (stereo not given),-0.2,-9,133,5,0.1,1,-2,4,2
COc1cc(/C=N/n2c(-c3cc(C)[nH]n3)n[nH]c2=S)ccc1O,0.0,-4,88,8,-15,-23,5,-19,3
COc1ccccc1CNc1ncnc2sccc12,-0.1,4,95,-6,1.1,5,-21,8,0
Cc1cc(C)c(S(=O)(=O)NCc2cn3c(C)csc3n2)c(C)c1,-0.1,2,105,7,0.0,11,11,8,-4
Cc1ccccc1OCCn1c(=S)[nH]c2c(N)ncnc21,0.1,-3,102,4,-1.0,-9,10,-12,-4
COc1ccccc1NC(=O)CN1CCN(CC(=O)Nc2ccc(C)c(F)c2)CC1,0.0,-6,95,-8,0.3,0,-9,-4,-3
CSc1ncccc1C(=O)OCC(=O)NCc1ccccc1,-0.2,.,115,-3,.,0,.,-3,0
CCN1C(=O)/C(=C/c2c(C)nn(C)c2C)SC1=S,0.2,0,92,-10,-30*,-19,-7,-17,-15
Cc1ccc(OCCN2C(=O)CSC2=O)cc1,0.0,-3,125,-10,1.2,0,3,-1,5
Cc1nc(N2CCN(Cc3ccccc3)CC2)nc2c1C(=O)CCC2,0.1,1,102,-7,-3.5,3,-6,9,-2
CN(C1CCCCC1)S(=O)(=O)c1cc2c(cc1Cl)NC(=O)CO2,0.1,1,130,3,-1.9,6,-6,9,7
COc1cccc(NC(=O)CN(C)C(=O)c2cc(-c3ccccc3)nc3ccccc23)c1,0.1,-2,97,-10,-0.5,1,-2,3,-2
CCc1nnc(NC(=O)CSc2nc3cc(OC)ccc3cc2C)s1,-0.1,-1,109,-11,1.3,3,7,1,-3
CC(=O)c1cn(C)c(=O)[nH]c1=O,0.0,3,99,4,3.9,-2,4,3,-11
CC(C)CCN1CCN(Cc2cnc(N3CCCC3)s2)CC1CCO (stereo not given),-0.1,2,97,-1,-0.3,-1,2,3,3
O=C(N/N=C/c1ccccn1)c1ccc2nc[nH]c2c1,0.0,2,109,7,11,4,-9,-1,6
CCOC(=O)CNC(=O)CSc1nnc(NC(=O)c2ccc(C)cc2)s1,-0.2,-1,98,-12,1.2,0,-2,-4,2
C=CCOc1ccc(C(=O)N(Cc2ccc(N(C)C)cc2)C2CCS(=O)(=O)C2)cc1 (stereo not given),0.2,-2,93,1,-1.6,3,0,1,3

# Fetched by compound from the entries so far, 2 records:
SMILES,Efflux pump mplx,Fam108B counter,CR mimetic SO,ZTA DNA inh,MEX-5 binding,Bcl-xL primary,EBNA-1 inh,MCL1 BIM primary,GLD-1 RNA inh
CC(=O)c1c(C)[nH]c(C(=O)NCC2CCCCC2)c1C,0.2,-3,108,-3,1.2,0,-7,7,1
O=C(N/N=C/c1ccccn1)c1ccc2nc[nH]c2c1,0.0,2,109,7,11,4,-9,-1,6

# New compounds follow
SMILES,Efflux pump mplx,Fam108B counter,CR mimetic SO,ZTA DNA inh,MEX-5 binding,Bcl-xL primary,EBNA-1 inh,MCL1 BIM primary,GLD-1 RNA inh
Cc1cccc(C(=O)NCC(=O)N2CCCCCCC2)c1,0.0,.,130,1,.,5,.,7,0
CCN(CC)S(=O)(=O)c1ccc(C(=O)Nc2nnc(NC(=S)Nc3ccccc3)s2)cc1,0.2,17,90,-23,2.7,10,38*,5,12
CC(C)(C)c1cc[n+](-c2[nH]c(=O)sc2/C=N/NC(=O)c2ccccc2[O-])cc1,0.1,4,95,3,-18,97*,-11,126*,70*
CCOc1ccc2nc(NS(=O)(=O)c3cccs3)sc2c1,-0.1,5,99,3,-0.1,3,2,-1,4
CC(C)Oc1cccc(C(=O)C2CCCN(C(=O)c3ccc4c(c3)OCO4)C2)c1 (stereo not given),0.1,2,102,-6,-0.8,5,3,2,1
COC(=O)C(NC(=O)c1ccco1)(Nc1cc(C)ccn1)C(F)(F)F (stereo not given),0.0,0,88,-2,0.9,-1,7,-6,3
Clc1cccc(CN2CCN(c3nc4nonc4nc3NC3CC3)CC2)c1,0.0,3,85,9,-1.8,7,11,10,1
O=C(O)c1ccccc1CSc1nnc2c(n1)[nH]c1ccccc12,-0.1,1,114,1,0.0,6,-1,11,5
Cc1ccc(NS(=O)(=O)c2ccc(NC(=O)CSc3ccc(Cl)cc3)cc2)c(C)c1,0.0,-4,100,15,-1.7,2,12,0,3
Cc1ccc(OCCNC(=O)CCc2ccccc2)cc1C,0.3,-2,89,-10,.,3,-13,2,2
O=c1c2ccccc2ncn1CCCCOc1ccc(Br)cc1,0.1,2,95,1,-1.0,-1,1,0,-4
COc1ccc(CCN2C(=O)NC(NC(=O)C(C)(C)C)(C(F)(F)F)C2=O)cc1OC (stereo not given),-0.1,4,100,-16,-2.7,2,5,7,2
O=C(NCc1ccco1)c1ccccc1NS(=O)(=O)c1ccc(Br)s1,0.0,-3,105,-3,1.1,6,6,5,6
Cc1ccc(S(=O)(=O)NC(C)(C)C)cc1C(=O)OC(C)C(=O)NC1CC1 (stereo not given),0.1,-1,87,12,-1.0,6,12,0,8

# Screens (PubChem BioAssay)
